Pol eta inh: DNA polymerase eta (human) inhibition; recombinant Pol eta, fluorescent DNA replication assay; Potency, µM (top dose mostly 114 µM), for inactives: at the top dose activity change, negative = inhibition, actives largely listed as inhibitors; 1.2% of 390,000 active; AID 588591; note: potency is the fitted concentration of half-maximal effect; % is set by controls: 0 for no effect and ±100 for the full control effect
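Pol eta at 10 nM preincubated with compounds 15 min at room temperature; reaction started with fluorescent substrate (50 nM final) and read kinetically at 0 and 10 min.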
LDHA block: inhibitors of human lactate dehydrogenase A. activity change, % (values are at about 110 or 230 µM). purified LDHA, NADH/diaphorase-resazurin fluorescence; hits give low values. 0.15% of 480,000 active; in the data active = activity change below about -30%; inconclusive = mostly about -25% to -30%;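 note: plate controls were DMSO wells for no effect and wells without enzyme for full effect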
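Remaining NADH was detected by diaphorase (0.133 mg/mL) converting 37 µM resazurin to fluorescent resorufin, read at 0 and 20 minutes. The preceding 5-minute room-temperature reaction used 2 nM LDHA, 0.2 mM sodium pyruvate and 0.06 mM NADH at pH 7.4.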
POLB inh: blocks human DNA polymerase beta activity; P06746; 1.3% of 340,000 active; Pol beta primer extension/strand displacement, fluorescence kinetic; AID 485314; Potency, µM (highest dose often 114 µM), inactives show at the highest dose activity change, negative = inhibition, actives largely listed as inhibitors; note: potency is the fitted concentration of half-maximal effect; % is set by controls: 0 for no effect and ±100 for the full control effect
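Kinetic readout of DNA synthesis with strand displacement by Pol beta. Compound and 10 nM enzyme sit 15 min at room temperature; 50 nM substrate starts the reaction, read immediately and at 10 min.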
APE1 inh: inhibitors of human APE1 endonuclease. recombinant APE1, TAMRA/BHQ-2 abasic DNA cleavage fluorescence. 0.35% of 350,000 active. Potency, µM (highest dose often 65.8 µM), without a hit: top-dose activity change, negative = inhibition, hits mostly inhibitors. AID 2517;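 note: potency is the fitted concentration of half-maximal effect; plate controls were vehicle for no effect and reference inhibitor for full effect; nearly all actives have a fitted effect of over 55% in size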
Target sequence (P27695 whole entry, looked up): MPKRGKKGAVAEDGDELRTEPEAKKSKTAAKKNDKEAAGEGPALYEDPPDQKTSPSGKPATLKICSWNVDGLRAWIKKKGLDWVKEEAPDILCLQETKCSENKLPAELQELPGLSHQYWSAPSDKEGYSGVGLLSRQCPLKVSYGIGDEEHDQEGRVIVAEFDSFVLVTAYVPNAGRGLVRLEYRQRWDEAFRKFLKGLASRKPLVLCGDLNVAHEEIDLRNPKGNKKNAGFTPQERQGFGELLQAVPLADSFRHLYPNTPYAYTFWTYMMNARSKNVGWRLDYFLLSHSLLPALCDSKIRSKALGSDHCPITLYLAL
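Endonuclease cleavage of a quenched abasic-site DNA duplex (50 nM) by APE1 (0.75 nM) was tracked by TAMRA dequenching. Compounds were preincubated with enzyme 15 min at room temperature; data normalized to buffer-only and DMSO wells plus NSC13755 control.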
ALOX12 inh: blocks human arachidonate 12S-lipoxygenase; P18054; purified 12hLO, xylenol orange hydroperoxide absorbance; Potency, µM (top dose mostly 108 µM), without a hit: at the top dose activity change, negative = inhibition, usual class: inhibitors; 1.1% of 580,000 active; note: potency is the fitted concentration of half-maximal effect; % is set by controls: 0 for no effect and ±100 for the full control effect
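Purified human 12hLO (150 nM final) in 25 mM Hepes, 0.01% Triton X-100, pH 7.0 was preincubated 15 min at room temperature with compound. Then 40 uM arachidonic acid was added, 30 min. Hydroperoxide was read by Fe-XO absorbance ratio 573/405 nm.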
POLK inh: DNA polymerase kappa (human) inhibition; Q9UBT6; purified Pol kappa, fluorescent DNA synthesis assay, 10 min; Potency, µM (series often up to 107 µM), for the others: at the top dose activity, negative = inhibition, usual class: inhibitors; 0.53% of 400,000 active; note: potency is the fitted concentration of half-maximal effect; % is set by controls: 0 for no effect and ±100 for the full control effect
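10 nM Pol kappa was preincubated with compounds for 15 min at room temperature. Reaction started with 50 nM (final) substrate. Fluorescence read kinetically at 0 and 10 min.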
ERG-DNA inh: ERG Ets/DNA interaction inhibition | 0.028% of 370,000 active | fluorescence polarization, His-ERG Ets domain / labelled DNA | P11308 | AID 624246 | Potency, µM (doses to about 76.9 µM), for the others: top-dose FP activity, negative = inhibition, most hits filed as inhibitors; active = well fitted inhibition curve with a large enough effect in the polarisation, with a control signal flat; inconclusive = small, poorly fitted or top-dose-only effect, or effect the other way, or a change in a side signal; inactive = no such curve, though single readings can be large or run the other way; the % refers to the polarisation;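 note: polarization taken with two DNA probes labelled with fluorescein and Texas red; potency is the fitted concentration of half-maximal effect; % of control where 0% means no effect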
Target sequence (P11308 whole entry, looked up, the tested form may be a part): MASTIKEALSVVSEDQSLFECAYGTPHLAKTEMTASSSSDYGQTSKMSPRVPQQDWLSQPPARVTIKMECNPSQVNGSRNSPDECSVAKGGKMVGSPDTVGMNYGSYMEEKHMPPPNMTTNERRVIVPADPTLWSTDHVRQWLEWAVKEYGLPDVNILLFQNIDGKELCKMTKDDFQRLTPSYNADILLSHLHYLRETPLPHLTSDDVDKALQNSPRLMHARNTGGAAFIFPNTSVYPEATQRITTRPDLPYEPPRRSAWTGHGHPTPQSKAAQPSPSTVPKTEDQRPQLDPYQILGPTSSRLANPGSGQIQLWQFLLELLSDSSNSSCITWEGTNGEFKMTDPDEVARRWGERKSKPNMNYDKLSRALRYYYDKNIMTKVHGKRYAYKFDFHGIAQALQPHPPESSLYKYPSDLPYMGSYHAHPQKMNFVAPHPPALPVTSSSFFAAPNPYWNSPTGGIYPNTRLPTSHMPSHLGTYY
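His-tagged ERG Ets domain (1 uM in the protein solution; 300mM KCl, 50mM Tris-HCl, 1mM EDTA, 1mM DTT, pH 7.5) received compound, then a probe mix of 5 nM fluorescein-DNA and 100nM Texas-615-DNA. Fluorescence polarization was read for both dyes.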
Apoferritin bind: binds horse apoferritin like a general anesthetic; Potency, µM (top dose mostly 77.5 µM), for inactives: top-dose activity change, negative = displacement, usual class: inhibitors; AID 485281; 0.074% of 350,000 active; P02791; apoferritin/1-aminoanthracene competitive binding, fluorescence; note: potency is the fitted concentration of half-maximal effect; % is set by controls: 0 for no effect and ±100 for the full control effect; nearly all actives have a fitted effect of over 20% in size
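Horse-spleen apoferritin (10 uM) was mixed with 50% saturated 1-aminoanthracene in PBS, exposed to compounds for 10 min at room temperature, and read for fluorescence (ex 380 nm, em 535 nm). Competitive displacement was fitted with a four-parameter Hill equation.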
RGS4 inh: inhibitors of human regulator of G protein signaling 4 | P49798 | 0.039% of 390,000 active | Transcreener GDP fluorescence polarization, RGS4-accelerated GTP hydrolysis | AID 504845 | Potency, µM (top dose mostly 114 µM), for the others: top-dose activity change, negative = inhibition, most hits filed as inhibitors; note: potency is the fitted concentration of half-maximal effect; % is set by controls: 0 for no effect and ±100 for the full control effect; nearly all actives have a fitted effect of over 75% in size; some results filed as inactive show a strong effect at the top dose
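MLSMR compounds (23 nl, pin-transferred) preincubated 10 min at room temperature with a 500nM (2x) first reagent, then RGS4 at 900nM (2x) plus Transcreener GDP mix added; fluorescence polarization (620/688 nm) read before and after 90 min at 30 °C.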
* = called active by the depositor; ? = inconclusive; · = not tested or not shown; [ ] = dose if it differs, or a comment. Unless noted, calls come from the whole dose curve; as a rule, active = well fitted curve in the direction sought with a large enough effect; inconclusive = small, poorly fitted or top-dose-only effect, or another doubt; inactive = no such curve, though single readings can be large; an effect the other way counts as inactive or inconclusive.

Start of the listing, in advance (nine entries):
1: COC(=O)C1CCN(C(=O)c2ccccc2Oc2ccccc2)CC1
2: COc1ccc(NC(=S)NN(C)C(=S)Nc2ccc(OC)cc2)cc1
3: O=c1c2nnn(-c3ccc(Br)cc3)c2ncn1Cc1ccccn1
4: C/C(CC(=O)NC1CCCCC1)=N\NC(=O)c1ccc(Br)cc1
5: COc1cc(C#N)ccc1OC(=O)Cc1cc(OC)c(OC)c(OC)c1
6: Cc1ccc(NC(=O)c2ccccc2N2C(=O)C3C4C=CC(C5CC45)C3C2=O)cc1C (centres undefined)
7: COc1ccc(NC(=O)C2CC2)cc1-n1cnnn1
8: CCNC(=O)COc1ccc(/C=N/NC(=O)c2cccnc2)cc1OC
9: CNC(=O)NC(=O)COC(=O)CCc1nc(=O)c2ccccc2n1C

| Screen / compound no. | 1 | 2 | 3 | 4 | 5 | 6 | 7 | 8 | 9 |
| --- | --- | --- | --- | --- | --- | --- | --- | --- | --- |
| Pol eta inh | -5.3% | -15.4% | -19.1% | -16.9% | -17.4% | -14.1% | -7.3% | 0.9% | -18.4% |
| LDHA block | -0.2 | -1.8 | -0.2 | -1.3 | -3.4 | 1.2 | -9.9 | -20.6 | -7.2 |
| POLB inh | -0.7% | 14.0% | -12.1% | -20.6% | 16.6% | -6.1% | -0.3% | 45.2%[activator] | -1.2% |
| APE1 inh | 2.8% | -1.1% | -2.0% | 51.4% | 33.8% | 20.8% | -0.3% | -1.9% | 0.4% |
| ALOX12 inh | 0.3% | -12.3% | -9.2% | -1.2% | 16.3% | ? | ? | 11.3% | 3.9% |
| POLK inh | -6.0% | -7.0% | 0.7% | 2.5% | -6.4% | -0.6% | -3.5% | 0.1% | -15.6% |
| ERG-DNA inh | -5.7% | -2.1% | -8.1% | -5.2% | 3.5% | 0.6% | 2.6% | ? | 2.2% |
| Apoferritin bind | -9.0% | -2.8% | -7.9% | 3.6% | 1.7% | -19.6% | -3.5% | -0.8% | -11.6% |
| RGS4 inh | 4.5% | -5.6% | -21.1% | -36.2% | -17.6% | -20.8% | 37.8%[11.4 µM] | 22.6% | 17.0% |

The list itself, previewed entries included:
1: COC(=O)C1CCN(C(=O)c2ccccc2Oc2ccccc2)CC1
2: COc1ccc(NC(=S)NN(C)C(=S)Nc2ccc(OC)cc2)cc1
3: O=c1c2nnn(-c3ccc(Br)cc3)c2ncn1Cc1ccccn1
4: C/C(CC(=O)NC1CCCCC1)=N\NC(=O)c1ccc(Br)cc1
5: COc1cc(C#N)ccc1OC(=O)Cc1cc(OC)c(OC)c(OC)c1
6: Cc1ccc(NC(=O)c2ccccc2N2C(=O)C3C4C=CC(C5CC45)C3C2=O)cc1C (centres undefined)
7: COc1ccc(NC(=O)C2CC2)cc1-n1cnnn1
8: CCNC(=O)COc1ccc(/C=N/NC(=O)c2cccnc2)cc1OC
9: CNC(=O)NC(=O)COC(=O)CCc1nc(=O)c2ccccc2n1C
10: Cc1n(Cc2ccccc2)c2ccccc2[n+]1Cc1ccccc1

| Screen / compound no. | 1 | 2 | 3 | 4 | 5 | 6 | 7 | 8 | 9 | 10 |
| --- | --- | --- | --- | --- | --- | --- | --- | --- | --- | --- |
| Pol eta inh | -5.3% | -15.4% | -19.1% | -16.9% | -17.4% | -14.1% | -7.3% | 0.9% | -18.4% | 6.7% |
| LDHA block | -0.2 | -1.8 | -0.2 | -1.3 | -3.4 | 1.2 | -9.9 | -20.6 | -7.2 | -7.5 |
| POLB inh | -0.7% | 14.0% | -12.1% | -20.6% | 16.6% | -6.1% | -0.3% | 45.2%[activator] | -1.2% | 25.9% |
| APE1 inh | 2.8% | -1.1% | -2.0% | 51.4% | 33.8% | 20.8% | -0.3% | -1.9% | 0.4% | 21.5% |
| ALOX12 inh | 0.3% | -12.3% | -9.2% | -1.2% | 16.3% | ? | ? | 11.3% | 3.9% | -21.8% |
| POLK inh | -6.0% | -7.0% | 0.7% | 2.5% | -6.4% | -0.6% | -3.5% | 0.1% | -15.6% | 0.9% |
| ERG-DNA inh | -5.7% | -2.1% | -8.1% | -5.2% | 3.5% | 0.6% | 2.6% | ? | 2.2% | 13.5% |
| Apoferritin bind | -9.0% | -2.8% | -7.9% | 3.6% | 1.7% | -19.6% | -3.5% | -0.8% | -11.6% | -14.2% |
| RGS4 inh | 4.5% | -5.6% | -21.1% | -36.2% | -17.6% | -20.8% | 37.8%[11.4 µM] | 22.6% | 17.0% | -14.1% |

Full records as entered above. Screens in order: Pol eta inh | LDHA block | POLB inh | APE1 inh | ALOX12 inh | POLK inh | ERG-DNA inh | Apoferritin bind | RGS4 inh
Listed for CNC(=O)NC(=O)COC(=O)CCc1nc(=O)c2ccccc2n1C : -18.4% | -7.2 | -1.2% | 0.4% | 3.9% | -15.6% | 2.2% | -11.6% | 17.0%
Listed for COC(=O)C1CCN(C(=O)c2ccccc2Oc2ccccc2)CC1 : -5.3% | -0.2 | -0.7% | 2.8% | 0.3% | -6.0% | -5.7% | -9.0% | 4.5%

The results go on.
11: Cc1ccc(NC(=O)C2C3CCC(O3)C2C(=O)O)cc1Cl (centres undefined)
12: CSc1ccc(CCNC(=O)C2CCN(c3nnc(-n4cccc4)s3)CC2)cc1
13: CN(CC(=O)NCc1ccc2c(c1)OCO2)S(=O)(=O)c1ccc(Cl)cc1
14: CCOc1ccccc1NC(=O)COC(=O)CC(NC(N)=O)c1ccc(Cl)cc1 (centres undefined)
15: O=C(NCCc1ccccc1)c1cc2ncc(Br)cn2n1
16: O=S(=O)(O)c1ccc(O)c2cc(Nc3ccccc3)ccc12
17: CC1CCN(S(=O)(=O)c2ccc3c(c2)c(=O)c(C(=O)NCc2ccc(Cl)cc2)cn3C)CC1
18: COc1cc(O)c2c(c1)COC2=O
19: Cc1cc(C(C#N)c2cccc(Cl)c2)n2ncnc2n1 (centres undefined)
20: COc1ccc(CN2CCn3ncc(C(=O)Nc4cc(C)cc(C)c4)c3C2=O)cc1
21: CCN1C(=O)CC(N2CCC(C(=O)N3CCCCCC3)CC2)C1=O (centres undefined)

| Screen / compound no. | 11 | 12 | 13 | 14 | 15 | 16 | 17 | 18 | 19 | 20 | 21 |
| --- | --- | --- | --- | --- | --- | --- | --- | --- | --- | --- | --- |
| Pol eta inh | -3.5% | ? | -2.4% | -13.1% | ? | 0.794µM* | -3.8% | -17.0% | -13.0% | ? | -4.3% |
| LDHA block | 0.7 | -18.1 | -6.0 | -4.9 | -0.4 | 23.2 | -5.5 | -6.6 | -0.7 | -4.3 | -4.1 |
| POLB inh | -8.1% | ? | · | 10.5% | 39.8µM* | · | 4.0% | -2.4% | 5.4% | 10.5% | 22.9% |
| APE1 inh | 7.8% | -0.4% | 15.4% | 0.0% | 2.3% | · | · | 1.6% | 0.6% | -4.1% | -0.9% |
| ALOX12 inh | 0.0% | -2.9% | 6.0% | -20.1% | 0.0% | 31.6µM* | ? | -19.9% | 180.0%[activator] | 136.1%[activator] | 9.1% |
| POLK inh | -8.2% | -25.9% | -10.3% | 2.4% | -13.9% | 2.82µM* | -2.8% | -4.9% | -9.9% | -17.7% | -5.8% |
| ERG-DNA inh | 12.9% | -5.7% | -2.0% | -6.1% | 0.0% | 1.7% | ? | -5.8% | 3.4% | 1.4% | -4.4% |
| Apoferritin bind | ? | -2.9% | · | -8.7% | -11.5% | · | -8.4% | 4.0% | -23.1% | -8.3% | -0.4% |
| RGS4 inh | -18.0% | -16.0% | 15.6% | -23.3% | -20.4% | ? | 27.1% | -18.9% | -29.8% | -34.9% | 12.9% |

From PubChem BioAssay

Only part of the results is shown; rates above refer to the full screens.
